SKN-1 block: inhibitors of C. elegans SKN-1; inhibition, % at 21.8 µM; AID 624304; C. elegans VP596 Pgst-4::GFP/RFP ratio, acrylamide-induced, 24 h; hit rate 0.49% among 360,000;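 active = interference check ratio from 0.5 to 1.5 plus GFP to RFP signal ratio inhibition reaching or exceeding a fixed threshold, cut at about 30% in these data, passing the limit was not always enough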; also: some compounds called inactive have numbers as strong as hits
STEP inh: blocks human striatal-enriched tyrosine phosphatase. P54829. hit rate 0.25% among 360,000. inhibition, % at 20 µM. recombinant STEP, OMFP fluorogenic substrate, fluorescence;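 active = inhibition at 20 µM, scaled per plate between control wells, above about 37%, limit read from the data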;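 also: 0% = DMSO with enzyme and substrate and 100% = substrate only without enzyme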
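material = STEP tyrosine phosphatase | reagent = fluorogenic phosphatase substrate OMFP at 25 µM final | doses = single compound dose of 20 µM, 1% DMSO final | schedule = 20 min reaction, room temperature, in the dark | measured by = fluorescence, 480/540 nm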
Scp1 inh: inhibitors of human Scp-1 phosphatase | Q9GZU7 | Recombinant Scp1, phosphopeptide, malachite green phosphate absorbance | inhibition, % at 20 µM | hit rate 0.88% among 340,000;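 active = inhibition above about 50% at 20 µM, limit read from the data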;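 also: plate controls were DMSO wells with enzyme for no effect and wells lacking enzyme for full effect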
Target sequence (Q9GZU7 76-261 limits assumed): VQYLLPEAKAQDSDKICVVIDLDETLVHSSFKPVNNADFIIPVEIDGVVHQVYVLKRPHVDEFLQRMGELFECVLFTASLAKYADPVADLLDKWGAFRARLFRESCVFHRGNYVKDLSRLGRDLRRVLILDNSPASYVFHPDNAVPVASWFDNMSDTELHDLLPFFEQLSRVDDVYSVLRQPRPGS
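Test system: SCP-1 phosphatase catalytic domain, residues 76-261; measured by: colorimetric phosphate reagent with accelerator and stabiliser, absorbance at 630 nm; timing: enzyme reaction 45 min at room temperature, colour 5 min, stabilisation 30 min; also added: Phosphorylated 17-residue peptide substrate; compound dosing: one concentration, 20 µM, with 1.0% DMSO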
SUMO1-SIM PPI: SUMO1-SIM interaction modulation | P63165 | SUMO1 binding to a labelled peptide, TR-FRET, 1 h | inhibition, % at 20 µM | hit rate 0.33% among 360,000 | AID 602429; in the data active = inhibition above about 37%
Target sequence (P63165 whole entry, looked up): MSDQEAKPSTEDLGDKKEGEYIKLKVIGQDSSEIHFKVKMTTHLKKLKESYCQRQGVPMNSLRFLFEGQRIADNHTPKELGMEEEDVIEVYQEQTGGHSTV
NadD block: NadD (S. aureus) enzyme inhibition; AID 602399; inhibition, % at 20 µM; hit rate 0.78% among 360,000; purified NadD enzyme, colorimetric absorbance read-out; in the data active = inhibition above about 26%; also: some compounds past the cut are filed as inactive
CendR NRP1 mod: alters CendR peptide binding to human NRP-1; AID 602438; inhibition, % at 25 µM; O14786; FAM-RPARPAR peptide binding to NRP-1, fluorescence polarization; hit rate 0.85% among 360,000;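 active = inhibition or corrected inhibition above about 18%, plus a signal ratio from 0.5 to 1.5, limit read from the data, passing the limit was not always enough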; also: strong numbers were not always called active
DNMT1 block: blocks human DNA methyltransferase DNMT1. DNMT1 molecular beacon, Hinp1I cleavage, fluorescence. inhibition (reported as % activation of signal), % at 10 µM. hit rate 0.83% among 360,000. AID 588458; in the data active = inhibition above about 50%
MT1-MMP act inh: blocks activation of human MT1-MMP; GFP/RFP ratio change, % at 20 µM; HT1080 RFP-PRO-GFP cells, GFP/RFP ratio fluorescence, overnight; percent of plate control window, DMSO zero; P50281; hit rate 0.061% among 360,000;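 active = GFP/RFP ratio change of at least 30% with cell ATP level not reduced by more than half and red fluorescence within 50% of control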; also: strong numbers were not always called active
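Assay system: HT1080 RFP-PRO-GFP cells. Benchmarks: DMSO vehicle wells and RFP-L50D-GFP reporter cell wells. Times: overnight cell settling, then overnight compound exposure, 37 °C, 5% CO2. Compound: 20 µM single dose, 1% DMSO. Read-out basis: GFP/RFP fluorescence ratio.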
LMPTP block: LMPTP (human) inhibition. recombinant LMPTP-A, OMFP fluorogenic substrate, fluorescence intensity. AID 651560. hit rate 0.22% among 360,000. inhibition, % at 20 µM. P24666;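 active = compounds that cut the enzyme signal by at least half of the control window in the single-dose screen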;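 also: plate controls were DMSO wells with enzyme plus substrate for no effect and substrate without enzyme for full effect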
Target sequence (P24666 whole entry, looked up): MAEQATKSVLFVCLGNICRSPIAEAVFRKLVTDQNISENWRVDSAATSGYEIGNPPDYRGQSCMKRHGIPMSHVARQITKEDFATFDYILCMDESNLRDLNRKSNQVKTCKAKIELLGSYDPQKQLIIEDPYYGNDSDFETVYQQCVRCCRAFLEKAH
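Buffer or medium: Bis-Tris pH 6.0, DTT, detergent; Assay system: LMPTP-A enzyme; Quantity: 0.625 nM enzyme; Detection: endpoint fluorescence intensity; Times: 50 min dark incubation at room temperature; Controls: substrate-only low control, DMSO enzyme-plus-substrate high control; Doses: single 20 µM dose; Read-out: percent inhibition versus substrate-only and uninhibited controls; Reagent: 400 µM OMFP.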
Rpn11 block: inhibitors of human proteasome Rpn11; calls only at 20 µM; human 26S proteasome, Ub4-pepOG fluorescence polarization; 20S core pre-blocked with epoxomicin; AID 588493; hit rate 0.59% among 360,000;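 active = inhibition at 20 µM, scaled to each plate's controls, above about 33%, limit read from the data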
Target sequence (O00487 whole entry, looked up): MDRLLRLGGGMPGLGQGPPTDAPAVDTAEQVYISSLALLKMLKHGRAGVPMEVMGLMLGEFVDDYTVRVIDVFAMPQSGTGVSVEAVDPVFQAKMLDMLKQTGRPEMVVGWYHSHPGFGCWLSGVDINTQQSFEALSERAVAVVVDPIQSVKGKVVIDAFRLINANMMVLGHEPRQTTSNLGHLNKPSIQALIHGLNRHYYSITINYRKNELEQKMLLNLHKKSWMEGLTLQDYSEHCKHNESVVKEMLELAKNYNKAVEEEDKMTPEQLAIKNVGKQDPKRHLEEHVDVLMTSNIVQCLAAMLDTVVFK
The depositor's hits bear a star; i = inactive; / = no result given. This is a random part of the collection; any-hit rate near 3.9%.

nr	smiles	SKN-1 block	STEP inh	Scp1 inh	SUMO1-SIM PPI	NadD block	CendR NRP1 mod	DNMT1 block	MT1-MMP act inh	LMPTP block	Rpn11 block
1	CCN(CC1COc2ccccc2O1)C(=S)NC1CC2CCC1C2 (stereo not drawn)	7	-2	-3	27	-11	-2	-6	2	-0.7	i
2	Cc1ccc(CN2CCN(C3CCC3)CC2CCO)cc1 (stereo not drawn)	-19	1	-5	3	-1	-8	1	-2	0.4	i
3	COc1cccc(CNC(=O)c2ccc(CS(=O)c3ccccc3)o2)c1 (stereo not drawn)	-5	0	-10	-4	-2	3	0	1	0.3	i
4	Cc1ccc(C(=O)Nc2ccc3[nH]c(=O)[nH]c3c2)c(C)c1	-8	1	-3	-1	-7	-2	10	1	0.5	i
5	CC[N+]1(C)CCC(O)(/C=C/c2ccccc2)C(C(=O)/C=C/c2ccccc2)C1 (stereo not drawn)	12	-1	2	-7	0	0	15	4	0.6	i
6	CCOc1ccc(-c2nnc(-c3cccnc3)o2)cc1OCC	-3	2	-4	3	1	1	2	0	-0.6	i
7	CCC(C)NC(=S)Nc1ccc2nc(N3CCOCC3)cc(C)c2c1 (stereo not drawn)	-14	0	-8	-2	-2	3	-7	6	0.4	i
8	COc1cc2[nH]c(=S)nc(Nc3ccc(NC(C)=O)cc3)c2cc1OC	5	8	-3	17	1	9	2	5	1.5	i
9	CCOC(=O)c1c(C)[nH]c(C)c1S(=O)(=O)NCC1CCN(Cc2ccccc2F)CC1	7	-3	-11	0	-3	21	-1	2	0.1	i
10	Cc1ccc(C)c(S(=O)(=O)Nc2ccc(C(N)=O)cc2)c1	10	-1	-5	2	-4	11	-1	6	0.2	i
11	COc1ccc(C(CNC(=O)c2cc(C)oc2C)N2CCOCC2)cc1 (stereo not drawn)	0	-2	24	7	1	-10	-5	0	-0.6	i
12	Cc1ccc(C(=O)N2CCOCC2)cc1[N+](=O)[O-]	-7	0	-5	-3	-6	8	-4	1	-0.1	i
13	CCOC(=O)c1c(NC(=O)c2cnn3c2NC(c2cccc(OC)c2)CC3C(F)(F)F)sc2c1CCCC2 (stereo not drawn)	5	1	-7	0	-1	3	-8	-9	-0.2	i
14	O=C(Nc1cccc(C(=O)N2CCOCC2)c1)c1ccc([N+](=O)[O-])cc1	-8	-2	-8	-36	-2	19*	-1	-1	-1.2	i
15	CN(C)S(=O)(=O)c1cccc(NC(=O)CNCc2ccccn2)c1	-4	2	-14	-3	-1	6	-1	3	-2.5	i

Later entries
nr	smiles	SKN-1 block	STEP inh	Scp1 inh	SUMO1-SIM PPI	NadD block	CendR NRP1 mod	DNMT1 block	MT1-MMP act inh	LMPTP block	Rpn11 block
16	O=C(NC(c1ccc2c(c1)OCO2)c1ccccn1)C1CCN(CCOc2ccccc2)CC1 (stereo not drawn)	-3	0	/	-5	-7	-10	-2	2	-2.6	i
17	O=C(N/N=C/c1c[nH]c2ccccc12)c1ccn[nH]1	-14	-2	-8	10	-4	0	3	5	-0.4	i
18	OC(c1ccccc1)(c1nc(/C=C/c2ccc(C(F)(F)F)cc2)cs1)C(F)(F)F (stereo not drawn)	17	-2	/	-2	0	-2	-19	2	3.9	i
19	N#Cc1cn(CC(=O)N2CCCC2)c2ccccc12	21	0	-12	1	-1	1	1	-2	-1.6	i
20	O=C(CCN1CCN(S(=O)(=O)c2ccc(F)cc2)CC1)Nc1ccccc1F	12	-3	-10	2	-1	4	-2	0	-0.2	i
21	O=C(O)C1C(=O)NCC1c1ccccc1 (stereo not drawn)	13	1	-6	-3	-2	-4	3	-1	-0.3	i
22	O=c1c(CN2CCN(c3cccc(Cl)c3)CC2)coc2c(Cl)cc(Cl)cc12	0	4	5	-3	2	-18	-1	0	0.9	i
23	CCN(CC(=O)Nc1ccc(S(=O)(=O)N2CCOCC2)cc1)Cc1ccccc1	15	-2	1	3	-1	10	-2	-7	-0.5	i
24	COc1ccc(S(=O)(=O)N(C)c2c(C)n(C)n(-c3ccccc3)c2=O)cc1OC	-1	-4	1	-2	2	-13	-1	-1	-3.2	i
25	CCSC(SCC)[C@H](O)[C@@H](O)[C@H](O)[C@H](O)CO	5	3	-9	3	-7	-5	7	1	-0.9	i
26	CCCc1cc(=O)[nH]c(SCc2cc(C(=O)OC)c(C)o2)n1	11	3	-4	-2	-2	8	-1	0	0.2	i
27	COc1ccccc1-c1cc2nc(NCCOc3ccccc3)ccn2n1	18	-2	/	-1	1	10	-6	3	3.0	i
28	Cc1ccc(-c2[nH]ncc2C(=O)c2cccc(F)c2)c(O)c1	2	-2	-12	-2	-2	-2	0	2	-1.7	i
29	COC(=O)c1cccc(COC(=O)c2ccccc2NC(=O)c2ccco2)c1	-6	1	-7	0	0	0	6	-5	2.7	i
30	COc1ccc([C@H]2CC(=O)C=C(c3cc(C)ccc3OC)C2)cc1	11	2	-18	1	-3	6	-3	-1	2.0	i

Printed as active in CendR NRP1 mod, among the entries above:
nr	smiles	SKN-1 block	STEP inh	Scp1 inh	SUMO1-SIM PPI	NadD block	CendR NRP1 mod	DNMT1 block	MT1-MMP act inh	LMPTP block	Rpn11 block
14	O=C(Nc1cccc(C(=O)N2CCOCC2)c1)c1ccc([N+](=O)[O-])cc1	-8	-2	-8	-36	-2	19*	-1	-1	-1.2	i

The list continues.
nr	smiles	SKN-1 block	STEP inh	Scp1 inh	SUMO1-SIM PPI	NadD block	CendR NRP1 mod	DNMT1 block	MT1-MMP act inh	LMPTP block	Rpn11 block
31	COc1ccc(NC(=O)C2CCN(C(=O)c3cccs3)CC2)c(OC)c1	-8	-8	-3	2	-2	5	0	-1	-2.5	i
32	CC(O)[C@H]1CNC(=O)C(=O)N1CCC12CC3CC(CC(C3)C1)C2 (stereo partly drawn)	-2	-1	6	0	-4	8	28	1	1.0	i
33	Cc1c(C(=O)Nc2ccc3c(c2)OCCO3)oc2ccc(Br)cc12	-6	-2	-8	5	-10	3	1	/	2.4	i
34	CCCCCCc1c(C)[nH]c2nc3ccccc3n2c1=O	0	2	-4	7	-2	5	14	-1	2.2	i
35	CC(=O)c1c(C)[nH]c(C(=O)N2CC(C)CC(C)C2)c1C (stereo not drawn)	6	-1	-4	1	1	12	2	2	-0.3	i
36	Cc1ccc(C)n1-c1sc2c(c1C#N)CCCC2	0	3	-3	-2	0	-8	0	-1	1.5	i
37	CCC(Sc1ncnc2c1c(-c1ccccc1)cn2-c1ccc(OC)cc1)C(=O)OC (stereo not drawn)	2	2	-13	1	-6	-10	-2	-5	2.2	i
38	CCOc1ccccc1NC(=O)c1cc(CC(C)C)oc1C	26	4	-6	-4	-2	2	2	-7	2.5	i
39	C#CCN(C[C@H]1[C@H](OC(=O)NCc2ccc(OC)c(OC)c2)[C@H](OC(=O)NCc2ccc(OC)c(OC)c2)C[C@@H](C(=O)OC)[C@H]1C(=O)OC)S(=O)(=O)c1ccc(C)cc1	22	-1	/	0	-14	-10	-10	1	-1.0	i
40	O=C(Cn1cnc2c(nnn2-c2ccccc2)c1=O)N1CCCc2ccccc21	0	-5	-7	-4	-5	-8	3	2	-0.3	i
41	O=C(NCCS(=O)(=O)NCCc1ccccc1)c1ccccc1	-8	0	-3	1	0	-1	3	-2	-0.2	i
42	Nc1c(Cl)cc(C2=NCCn3c2c2ccccc2[n+]3[O-])cc1Cl	6	0	1	-2	-10	5	-6	-4	-6.0	i
43	O=c1[nH]c2ccc(Cl)cc2c(-c2ccccc2)c1N1CCN(CCO)CC1	1	-3	-6	-9	-10	-6	-4	-2	0.6	i
44	O=C(C/C=N/OCc1ccccc1F)c1cnc(-c2ccc(Cl)cc2)s1	31	7	-10	-13	2	-11	-16	-2	3.3	i
45	CC(Oc1ccc2c(-c3ccccc3)cc(=O)oc2c1)C(=O)NCC(O)c1ccccc1 (stereo not drawn)	5	2	-1	-17	2	5	0	-2	-0.6	i

Reformatted as labelled records: entries from further up
#33 Cc1c(C(=O)Nc2ccc3c(c2)OCCO3)oc2ccc(Br)cc12
- SKN-1 block = -6
- STEP inh = -2
- Scp1 inh = -8
- SUMO1-SIM PPI = 5
- NadD block = -10
- CendR NRP1 mod = 3
- DNMT1 block = 1
- MT1-MMP act inh = /
- LMPTP block = 2.4
- Rpn11 block = i

#34 CCCCCCc1c(C)[nH]c2nc3ccccc3n2c1=O
- SKN-1 block = 0
- STEP inh = 2
- Scp1 inh = -4
- SUMO1-SIM PPI = 7
- NadD block = -2
- CendR NRP1 mod = 5
- DNMT1 block = 14
- MT1-MMP act inh = -1
- LMPTP block = 2.2
- Rpn11 block = i

#35 CC(=O)c1c(C)[nH]c(C(=O)N2CC(C)CC(C)C2)c1C (stereo not drawn)
- SKN-1 block = 6
- STEP inh = -1
- Scp1 inh = -4
- SUMO1-SIM PPI = 1
- NadD block = 1
- CendR NRP1 mod = 12
- DNMT1 block = 2
- MT1-MMP act inh = 2
- LMPTP block = -0.3
- Rpn11 block = i

#36 Cc1ccc(C)n1-c1sc2c(c1C#N)CCCC2
- SKN-1 block = 0
- STEP inh = 3
- Scp1 inh = -3
- SUMO1-SIM PPI = -2
- NadD block = 0
- CendR NRP1 mod = -8
- DNMT1 block = 0
- MT1-MMP act inh = -1
- LMPTP block = 1.5
- Rpn11 block = i

Carrying on.
nr	smiles	SKN-1 block	STEP inh	Scp1 inh	SUMO1-SIM PPI	NadD block	CendR NRP1 mod	DNMT1 block	MT1-MMP act inh	LMPTP block	Rpn11 block
46	CNC(=S)NCCc1cc2c(OC)ccc(OC)c2[nH]c1=O	2	1	-1	0	-2	-3	0	2	-0.7	i
47	COc1ccc(-c2nc(C#N)c(NCc3ccc(C)cc3)o2)cc1OC	-24	6	-7	0	-16	6	-8	0	2.9	i
48	O=C(CSc1nnc(-c2ccccc2O)n1Cc1ccccc1)NNC(=O)c1ccccc1O	3	0	2	24	17	-6	1	8	0.1	i
49	Clc1ccc2nc3ccccn3c2c1	2	4	-2	-3	-4	-1	-3	2	-2.2	i
50	COCCCNC(=O)C1CCN(c2ncccn2)CC1	1	4	-7	2	0	0	0	-1	-1.0	i
51	CN(Cc1ccccc1)S(=O)(=O)c1ccc(NC(=O)c2ccccc2C(=O)O)cc1	2	2	-11	-8	-6	-8	1	3	-1.7	i

Limited to CendR NRP1 mod, DNMT1 block and SKN-1 block, for some of the entries so far:
No. | Molecule | CendR NRP1 mod | DNMT1 block | SKN-1 block
46 | CNC(=S)NCCc1cc2c(OC)ccc(OC)c2[nH]c1=O | -3 | 0 | 2
47 | COc1ccc(-c2nc(C#N)c(NCc3ccc(C)cc3)o2)cc1OC | 6 | -8 | -24
48 | O=C(CSc1nnc(-c2ccccc2O)n1Cc1ccccc1)NNC(=O)c1ccccc1O | -6 | 1 | 3
49 | Clc1ccc2nc3ccccn3c2c1 | -1 | -3 | 2

Source: PubChem BioAssay
